VLA-4 inh – inhibition in human VLA-4 binding assay, primary screen, VLA-4 allosteric modulator project, MLPCN library, flow cytometry, VLA-4 expressing cells | Integrin alpha-4 (Homo sapiens), P13612 | ligand binding flow cytometry | inhibition, % (about 7 µM as worked out from the volumes in the protocol) | 330,000 compounds, 0.2% hits; in the data active means inhibition above about 50%
Target sequence (P13612 whole entry, looked up): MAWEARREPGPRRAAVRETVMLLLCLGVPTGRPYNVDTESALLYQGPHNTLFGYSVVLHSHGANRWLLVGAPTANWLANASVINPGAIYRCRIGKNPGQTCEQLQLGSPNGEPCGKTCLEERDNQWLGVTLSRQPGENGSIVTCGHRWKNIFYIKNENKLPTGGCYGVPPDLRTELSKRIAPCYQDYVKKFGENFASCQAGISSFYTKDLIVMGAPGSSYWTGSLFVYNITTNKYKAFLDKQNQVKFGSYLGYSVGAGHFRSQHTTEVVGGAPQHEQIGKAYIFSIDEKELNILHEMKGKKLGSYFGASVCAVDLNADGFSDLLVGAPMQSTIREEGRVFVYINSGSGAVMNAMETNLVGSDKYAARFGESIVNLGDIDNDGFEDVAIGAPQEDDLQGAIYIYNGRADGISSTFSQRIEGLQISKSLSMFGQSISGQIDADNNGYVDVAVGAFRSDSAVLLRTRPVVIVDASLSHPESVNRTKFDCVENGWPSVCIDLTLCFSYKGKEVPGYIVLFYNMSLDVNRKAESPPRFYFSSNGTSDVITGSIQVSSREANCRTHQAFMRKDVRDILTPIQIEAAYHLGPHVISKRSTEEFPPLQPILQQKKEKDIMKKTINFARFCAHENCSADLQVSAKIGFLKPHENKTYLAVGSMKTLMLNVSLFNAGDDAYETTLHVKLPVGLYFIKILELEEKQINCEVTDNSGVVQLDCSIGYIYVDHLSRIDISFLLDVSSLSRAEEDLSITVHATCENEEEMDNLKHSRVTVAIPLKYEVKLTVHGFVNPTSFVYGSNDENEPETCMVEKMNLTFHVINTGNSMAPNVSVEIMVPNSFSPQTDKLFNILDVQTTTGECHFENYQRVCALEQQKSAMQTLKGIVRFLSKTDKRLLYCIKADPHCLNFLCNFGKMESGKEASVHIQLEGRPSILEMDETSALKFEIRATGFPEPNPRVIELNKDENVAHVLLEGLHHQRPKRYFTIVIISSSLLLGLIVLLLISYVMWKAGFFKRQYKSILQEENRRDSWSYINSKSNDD
LAP4-GFP MLPCN – modulators of LAP4-GFP expression in yeast, primary screen, S. cerevisiae, multiplex flow cytometry, MLPCN library | 3 h; median GFP as percent of DMSO wells | GFP response vs DMSO, % at 10 µM | 320,000 compounds, 0.34% hits | AID 2023, 2009;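 active means GFP response vs DMSO above a set limit, about the screen mean plus 3 SD, cut at about 150% in these data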
RPL19A-GFP yeast – RPL19A-GFP expression modulators in yeast, primary screen, cell-based, S. cerevisiae, multiplex flow cytometry, MLPCN; S. cerevisiae RPL19A-GFP strain, 3 h; stronger effect = lower value; percent response vs DMSO, % at 10 µM; 330,000 compounds, 0.3% hits; AID 2025, 2009;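 active means percent response vs DMSO below 50%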;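 further: median channel GFP fluorescence of the barcoded RPL19A-GFP strain; ratio of sample median GFP to plate DMSO average so 100% = DMSO; lower means less RPL19A-GFP as with rapamycin TOR inhibition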
GRK2 inh – compounds blocking aptamer binding on GRK2 – biochemical, human GRK2, bead flow cytometry, HTS, primary screen | Beta-adrenergic receptor kinase 1 (Homo sapiens), P25098 | FAM-aptamer displacement from GRK2 | inhibition of aptamer binding, % at 10 µM | 330,000 compounds, 0.59% hits | AID 488847, 2010;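 active means inhibition of aptamer binding above 40%, roughly 3 SD of noise, on plates passing a quality check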;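 further: median bead fluorescence of bound FAM aptamer so fluorescent compounds give negative values; no value below 0 was filed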
CIT2-GFP yeast – modulators of CIT2-GFP expression in yeast, primary screen, S. cerevisiae, GFP fusion, multiplex flow cytometry, MLPCN library. AID 2029, 2009. GFP response vs DMSO, % at 10 µM. S. cerevisiae CIT2-GFP strain, 3 h; 100 means same as DMSO wells. 320,000 compounds, 0.065% hits;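 active means GFP response relative to DMSO above a set limit, near the screen mean plus 3 SD, cut at about 150% in these data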;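 further: ratio of well median GFP fluorescence to mean of DMSO wells on the plate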
MEP2-GFP yeast – modulators of MEP2-GFP levels in yeast, primary screen, S. cerevisiae, multiplex flow cytometry, MLPCN library. GFP response vs DMSO, % at 10 µM. AID 2016, 2009. 330,000 compounds, 0.51% hits. S. cerevisiae MEP2-GFP strain, 3 h; 100% = DMSO control level;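 active means GFP response versus DMSO above a set limit, roughly screen mean plus 3 SD, cut at about 180% in these data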;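 further: median GFP fluorescence of the barcode-gated MEP2-GFP cells per well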
AGP1-GFP MLPCN – modulators of AGP1-GFP expression in yeast TOR pathway, primary screen, cell-based, multiplex flow cytometry, S. cerevisiae, MLPCN library; 3 h; GFP as percent of DMSO wells; GFP response vs DMSO, % at 10 µM; 320,000 compounds, 0.02% hits; AID 2066, 2009;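 active means GFP response relative to DMSO above a set limit, near screen average plus 3 SD, cut at about 150% in these data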;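 further: median GFP channel fluorescence of the gated AGP1 strain per well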
CR mimetic SO – reduction of superoxide in aged yeast, primary screen, HTS | superoxide response (% of plate mean), % at 10 µM | S. cerevisiae aged cells, superoxide DHE fluorescence; stronger effect = lower value | 330,000 compounds, 0.18% hits;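 active means superoxide response under a set limit, about three screen SD below normal, cut at about 65% in these data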;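 further: yeast aged for seven days with compound at 30 °C before DHE staining; 100% = average MFI of all compound-treated wells on the plate with controls excluded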
An asterisk follows results filed as active; x = not tested or not shown.

Values in the order: VLA-4 inh, LAP4-GFP MLPCN, RPL19A-GFP yeast, GRK2 inh, CIT2-GFP yeast, MEP2-GFP yeast, AGP1-GFP MLPCN, CR mimetic SO
[1] CS(=O)(=O)N1CCC(C(=O)N2CCc3ccccc3C2)CC1
 : 0, 91, 96, 4, 101, 98, 98, 81
[2] O=c1c(C=Nc2ccc(Cl)cc2)c[nH]n1-c1cccc(Cl)n1
 : -3, 98, 101, 0, 88, 103, 103, 102
[3] Cc1cc(Cl)ccc1OC(C)C(=O)NNC(=O)C1CCCCC1C(=O)O (stereo unspecified)
 : 21, 89, 109, 0, 89, 103, 98, 115
[4] COc1cccc(CC(=O)Nc2cc(S(=O)(=O)N3CCCCC3)ccc2C)c1
 : 4, 101, 99, 3, 98, 99, 94, 100
[5] C/C(=C\CCC1(C)C2CC3C(C2)C31C)C(=O)O (stereo unspecified)
 : 15, 101, 98, 2, 97, 100, 99, 87
[6] Cc1nc([N+](=O)[O-])c(Sc2nc3ccc([N+](=O)[O-])cc3[nH]2)n1Cc1ccccc1
 : 18, 93, 102, 3, 98, 100, 96, 101
[7] Cc1ccc2nc(C)c(Cl)c(=O)n2c1
 : 18, 101, 109, 0, 110, 105, 111, 106
[8] COc1ccc(-c2cn(-c3ccc(OC)cc3)c(=S)[nH]2)cc1
 : 14, 113, 109, 0, 102, 120, 105, 89
[9] CCn1c(CNC(=O)c2ccccc2F)nnc1SCc1nc2ccccc2c(=O)[nH]1
 : -3, 92, 97, 0, 93, 100, 91, 80
[10] CC(/C=N/n1c(-c2cccnc2)n[nH]c1=S)=C\c1ccco1
 : -3, 116, 97, 1, 102, 96, 117, 100
[11] CCN(CC)c1ccc(N)cc1S(=O)(=O)Nc1ccc(OC)cc1
 : -4, 107, 98, 1, 102, 97, 103, 102
[12] Cc1ccccc1OCCSc1nnc(C)n1-c1ccccc1
 : -4, 98, 101, 8, x, 101, 105, 89
[13] Cc1cc(-n2c(C)cc(C(=O)CSc3ccc4c(c3)OCCO4)c2C)no1
 : 1, 107, 97, 0, 100, 101, 92, 91
[14] COc1ccc(NC(=O)c2cc3c(=O)n4ccccc4nc3n2C)cc1OC
 : -5, 99, 98, 1, 102, 98, 101, 98
[15] COCCCn1cc(C(=O)c2ccccc2OCC(=O)Nc2cccc(F)c2)cc(C#N)c1=O
 : 7, 106, 95, 0, 94, 102, 98, 108
[16] O=C(NCCSc1ccc(Br)cc1)c1ccc2nc[nH]c2c1
 : 21, 99, 103, 5, 101, 101, 101, 96
[17] Cc1ccc(C)n1-c1c(C(=O)NN)cnn1-c1ccccc1
 : 3, 88, 94, 4, 94, 99, 92, 100
[18] COc1ccc(N2C(=NC(C)=O)SC3CS(=O)(=O)CC32)cc1OC (stereo unspecified)
 : 16, 91, 103, 2, 90, 93, 91, 90
[19] CCOc1ccc(C(=O)N(CC(=O)Nc2cccc(C)c2C)CC2CCCO2)cc1OC (stereo unspecified)
 : 1, 95, 92, 1, 94, 93, 95, 107
[20] COc1ccc(-c2c(NCCc3ccccc3)c(=O)c2=O)cc1
 : 5, 82, 98, 0, 98, 105, 90, 103
[21] CC(=O)Nc1ccc(S(=O)(=O)NCCSc2ccccn2)cc1
 : 8, 100, 103, 4, 103, 107, 102, 91
[22] O=C(O/N=C1/CCSc2ccccc21)c1ccc(F)cc1
 : -3, 98, 103, 3, 109, 108, 104, 101
[23] O=C(Nc1cc(SCCO)cc([N+](=O)[O-])c1)c1ccc(Br)o1
 : 8, 87, 98, 3, 94, 96, 88, 101
[24] CCc1ccc(NC(=O)CCc2nc3ccccc3[nH]2)cc1
 : 10, 96, 103, 0, 105, 100, 98, 103
[25] COc1ccc(CN/C(C)=C(/C#N)C(N)=O)cc1OC
 : 12, 95, 98, 0, 92, 102, 100, 85
[26] C=C(C)COc1ccc(-c2[nH]ncc2-c2ccccc2)c(O)c1
 : 7, 95, 93, 2, 104, 98, 95, 119
[27] Cc1cc(SCC(=O)N(C)C2CCCCC2)nc2ccccc12
 : -2, 95, 100, 0, 96, 99, 99, 92
[28] CC(NC(=O)c1ccco1)c1ccc2c(c1)OCO2 (stereo unspecified)
 : 4, 100, 104, 0, 108, 104, 104, 98
[29] O=c1nc(-c2ccccc2)n(-c2ccccc2)c2ncccc12
 : -10, 101, 101, 0, 106, 101, 100, 99
[30] CC(=O)NN1C(=O)/C(=C\c2ccc(Br)o2)SC1=S
 : -16, 107, 102, 27, 122, 136, 96, 104
[31] O=C1c2ccccc2C(Nc2ccc(S(=O)(=O)N3CCOCC3)cc2)N1Cc1ccco1 (stereo unspecified)
 : -3, 101, 98, 0, 103, 101, 98, 113
[32] C=C1CC[C@@]23CC[C@]4(C)[C@@](OC2=O)([C@@H]3C1)[C@H]1O[C@H]1C1[C@@]2(C)CC[C@H](O)C(C)(C)C2CC[C@]14C (stereo partly specified)
 : 1, 120, 93, 0, 89, 104, 95, 98
[33] O=[N+]([O-])c1cccc2c(Cl)ccnc12
 : 9, 104, 111, 1, 103, 102, 101, 100
[34] CCOc1ccc(C2CC(=O)n3nc(C45CC6CC(CC(C6)C4)C5)nc3S2)cc1OC (stereo unspecified)
 : -5, 98, 104, 0, 101, 107, 107, 104
[35] O=C(Nc1ccc2c(c1)OCO2)C1CC(c2ccc(F)cc2)=NO1 (stereo unspecified)
 : -3, 104, 102, 4, 93, 102, 100, 103
[36] COc1ccc(C(OC(=O)c2ccco2)C(=O)NC2CCCC2)cc1 (stereo unspecified)
 : 2, 93, 104, 1, 102, 84, 103, 93
[37] CC(=O)c1ccc(S(=O)(=O)NCCC(=O)OCC(=O)NCCc2ccccc2)cc1
 : 3, 92, 99, 0, 96, 96, 97, 97
[38] COc1ccccc1CNC(=O)c1ccoc1C
 : -3, 99, 103, 5, 101, 98, 104, 92
[39] CCCOc1ccc(C2C(C(=O)c3ccc(C)o3)=C(O)C(=O)N2Cc2cccnc2)cc1 (stereo unspecified)
 : 0, x, 93, 0, 89, 99, 94, 103
[40] COc1cccc(C2C(C(=O)Nc3cccnc3)=C(C)Nc3nnnn32)c1OC (stereo unspecified)
 : -1, 107, 107, 1, 106, 112, 104, 102
[41] CC1CCN(C(=O)/C=C/c2ccc(C(C)(C)C)cc2)CC1
 : 5, 94, 103, 3, 91, 104, 95, 87
[42] Cc1nc2ccc(NC(=O)c3cccc(S(=O)(=O)N4CCOCC4)c3)cc2s1
 : -2, 100, 92, 1, 97, 97, 101, 104
[43] CCSCCNC(=O)c1cncc(Br)c1
 : 0, 102, 107, 0, 99, 99, 105, 116
[44] Cc1cccc(OCC(O)Cn2c(NCCCOC(C)C)nc3c2c(=O)[nH]c(=O)n3C)c1 (stereo unspecified)
 : 18, 94, 95, 0, 93, 96, 94, 90
[45] Cc1cccc(CS(=O)(=O)Cc2ccc(C(=O)NC(C)c3ccccc3)o2)c1 (stereo unspecified)
 : 3, 91, 100, 0, 95, 98, 98, 90
[46] O=C(c1ccc(Cl)cc1)c1c[nH]c(C(=O)C(Cl)(Cl)Cl)c1
 : 14, 135, 86, 3, 91, 94, 91, 134
[47] COc1cc(C(=O)NCCCc2ccccc2)cc(OC)c1OC
 : 8, 103, 111, 2, 105, 111, 103, 75
[48] O=S(=O)(c1ccc(F)cc1)n1ccc(-c2cccc(OCc3ccc(Cl)cc3Cl)c2)n1
 : 6, 100, 97, 1, 101, 98, 98, 96
[49] CC(C)Cn1cnc2c(c(-c3ccccc3)c(-c3ccccc3)n2Cc2ccco2)c1=N
 : 7, 95, 90, 0, 88, 89, x, 115
[50] Cc1cccc(NC(=O)CSCC(=O)Nc2cc(Cl)ccc2N2CCN(C)CC2)c1
 : 1, 97, 102, 0, 102, 98, 98, 103
[51] Cc1nc(N2CCCCC2)c2sc(=S)n(C)c2n1
 : 16, 95, 96, 1, 103, 90, 98, 98
[52] Cc1c(C(=O)N2CCCCC2)sc(NC(=O)C2CC2)c1C#N
 : -12, 101, 97, 1, 101, 101, 103, 103
[53] C[N+](C)(C)CC(=O)N/N=C/c1c2ccccc2cc2ccccc12
 : -3, 101, 104, 0, 103, 102, 104, 111
[54] COC(=O)Nc1ccc2c(c1)ncn2C1CCCCC1
 : -15, 100, 96, 8, 105, 116, 95, 89
[55] Cc1ccc(/C=C/C(=O)Nc2ncc(C)s2)o1
 : 8, 100, 96, 2, 97, 102, 96, 120
[56] Cc1ccc(OCC(=O)N2CCc3ccccc32)cc1
 : 0, 113, 101, 2, 93, 92, 94, 83
[57] CCN(CC)C(=O)N1CCn2c(nc3ccccc32)C1
 : 3, 111, 106, 1, 117, 103, 110, 106
[58] C=CCNC(=O)COC(=O)c1nc2nccc(C)n2n1
 : 1, 100, 98, 0, 98, 101, 105, 100
[59] CCc1nc2nc(C)cc(Nc3cccc(C(F)(F)F)c3)n2n1
 : 0, 104, 102, 0, 114, 110, 110, 89
[60] O=C(COc1ccccc1Cl)N1CCN(c2ccc(F)cc2)CC1
 : 8, 112, 97, 1, 86, 96, 97, 98

2 compounds drawn at random from the list so far:
Values in the order: VLA-4 inh, LAP4-GFP MLPCN, RPL19A-GFP yeast, GRK2 inh, CIT2-GFP yeast, MEP2-GFP yeast, AGP1-GFP MLPCN, CR mimetic SO
[60] O=C(COc1ccccc1Cl)N1CCN(c2ccc(F)cc2)CC1
 : 8, 112, 97, 1, 86, 96, 97, 98
[54] COC(=O)Nc1ccc2c(c1)ncn2C1CCCCC1
 : -15, 100, 96, 8, 105, 116, 95, 89

(list continues)
Values in the order: VLA-4 inh, LAP4-GFP MLPCN, RPL19A-GFP yeast, GRK2 inh, CIT2-GFP yeast, MEP2-GFP yeast, AGP1-GFP MLPCN, CR mimetic SO
[61] O=C(COC(=O)C1(c2ccccc2)CC1)NNC(=O)c1ccccc1F
 : 8, 115, 99, 0, 100, 100, 109, 114
[62] CCNC(=S)NNC(=O)C1CCCCC1
 : 14, 100, 101, 0, 100, 98, 101, 117
[63] CCSC1(SCC)N=C(N)C2(C#N)C(c3ccccc3)NC(C)=CC12C#N (stereo unspecified)
 : 1, 84, 86, 1, 82, 92, 83, 93
[64] COC(=O)c1ccc(Cn2cc(Cl)cn2)cc1
 : 10, 102, 95, 0, 90, 98, 91, 105
[65] COC(=O)[C@H](CC(C)C)NC(=O)N1CCCCC1C (stereo partly specified)
 : -3, 107, 94, 0, 93, 97, 102, 79
[66] CCOC(=O)c1cnc2ccc(C(=O)OC)cc2c1Nc1cccc(C(=O)O)c1
 : 0, 98, 97, 1, 114, 99, 106, 102
[67] CCc1ccc(N=c2c([N+](=O)[O-])nn(-c3ccc4c(c3)OCCO4)n2O)cc1
 : 4, 104, 95, 0, 99, 90, 88, 115
[68] Cc1nnsc1Sc1ccccc1
 : -2, 99, 105, 0, 107, 99, 101, 81
[69] CCCSc1nc(NCc2ccco2)c2c3c(sc2n1)COC(C)(C)C3
 : 9, 80, 99, 0, 88, 101, 102, 103
[70] Cc1cccc2cc(C#N)c(N3CCN(C)CC3)nc12
 : 7, 96, 98, 0, 98, 98, 99, 102
